Source: PubChem
INS promoter inh: TRM-6 insulin promoter activity inhibition | inhibition, % at 2 µM | AID 1273 | TRM-6 cells (human fetal islet line), insulin promoter-eGFP reporter, imaging; reporter expression induced with tamoxifen | hit rate 0.9% among 130,000;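 active = inhibition above the mean plus 3 SD, with well images judged a real hit on visual review, cut at about 60% in these data, passing the limit was not always enough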
sdo1 growth: restores growth of sdo1-depleted yeast; S. cerevisiae sdo1-depleted JHY4D growth rescue, OD600 30 h; active compounds read high; pdr5 snq2 efflux-pump mutant strain; z-score at 10 µM; hit rate 0.21% among 140,000; AID 817;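 active = z-score above 3 at both the 24 hr and the 30 hr optical density reads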;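 note: z-score against mean and SD of all compound wells on the same plate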
sdo1 growth Rescue 24 h: further read-out of sdo1 growth, marked with its call; z-score; S. cerevisiae sdo1-depleted JHY4D growth rescue, OD600; measured here: growth rescue at 24 h;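 0 is the plate mean of compound wells and units are plate SD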
An asterisk follows results filed as active; . = no result given; & = joins results of further samples; [ ] = dose if it differs, or a comment.

canonical_smiles,INS promoter inh,sdo1 growth,sdo1 growth Rescue 24 h
O=C(NCCc1c[nH]c2ccccc12)c1cccnc1,-20,0.57,0.15
C1CCC(C(CC2CCCCN2)C2CCCCC2)CC1 (stereo not drawn),-86,-2.1,-0.91
c1ccc(CC2=NCCN2)cc1,-30,1.6,0.48
CC(COc1ccccc1)NC(C)C(O)c1ccc(O)cc1 (stereo not drawn),45,-0.06,-0.79
c1ccc(CN(CC2=NCCN2)c2ccccc2)cc1,0&-32,0.36&-0.56,-0.09&-1.6
CCOc1ccc(C(=O)OCCN(CC)CC)cc1,80*,-0.64,-0.47
CC[N+](C)(CC)CCOC(=O)C(O)(c1ccccc1)C1CCCCC1 (stereo not drawn),-36,-0.39,-0.44
CC[n+]1c(C)sc2cc(OC)ccc21,42,.,.
O=C(CCNNC(=O)c1ccncc1)NCc1ccccc1,33,0.01,-1
CC1(C)Cc2c(sc(NC(=S)NC(=O)c3ccccc3)c2C(=O)O)CO1,0,.,.
CC(=O)NC(Cc1ccccc1)C(=O)O (stereo not drawn),-122,-0.33[16.7 µM],-0.51
CN1CCN(CCC(=O)N2c3ccccc3Sc3ccc(C(F)(F)F)cc32)CC1,.,-0.12,0.24
Cc1cc(-c2ccccc2)nnc1NCCN1CCOCC1,9,-0.26,-0.91
COc1ccc(/C=C/C(=O)Nc2ccccc2C(=O)O)cc1OC,41,0.24,-0.79

An excerpt of these results, as labelled records.
CCOc1ccc(C(=O)OCCN(CC)CC)cc1
- INS promoter inh: 80*
- sdo1 growth: -0.64
- sdo1 growth Rescue 24 h: -0.47
c1ccc(CN(CC2=NCCN2)c2ccccc2)cc1
- INS promoter inh: 0&-32
- sdo1 growth: 0.36&-0.56
- sdo1 growth Rescue 24 h: -0.09&-1.6

An excerpt from above in order of their number in INS promoter inh, descending:
canonical_smiles,INS promoter inh,sdo1 growth,sdo1 growth Rescue 24 h
CC(COc1ccccc1)NC(C)C(O)c1ccc(O)cc1 (stereo not drawn),45,-0.06,-0.79
CC1(C)Cc2c(sc(NC(=S)NC(=O)c3ccccc3)c2C(=O)O)CO1,0,.,.
O=C(NCCc1c[nH]c2ccccc12)c1cccnc1,-20,0.57,0.15
c1ccc(CC2=NCCN2)cc1,-30,1.6,0.48
CC[N+](C)(CC)CCOC(=O)C(O)(c1ccccc1)C1CCCCC1 (stereo not drawn),-36,-0.39,-0.44

Only part of the results is shown (hit frequency here may not be typical).
